Large T inhibition = SV40 large T antigen inhibitors, biochemical (AID 1903); inhibition, % at 20 µM; hits with a dose series show IC50 in µM; 310,000 compounds, 0.39% hits; SV40 large T antigen ATPase/helicase inhibition assay; higher % means a stronger effect; in the data active = a potency from the dose series; inconclusive = inhibition mostly from about 32% at the one dose, without a potency; inactive = the rest, 99 in 100 with inhibition below about 32%; note: strong numbers were not always called active
K1F lysis inhibition = inhibition of K1F phage lysis, E. coli UTI89, bacterial capsule biogenesis inhibitors, alamar blue (AID 488966); inhibition, % at 100 µM, or IC50 in µM where a hit was titrated; E. coli UTI89 K1F phage lysis, alamar blue, 2 h; higher % means a stronger effect; 340,000 compounds, 0.02% hits;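 active = phage lysis inhibition, versus mean bacterial control, above a set limit; inconclusive = no clear call, values can overlap the other calls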;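 note: capsule biogenesis inhibitors block K1F phage lysis so surviving cells raise fluorescence; higher fluorescence means more inhibition of phage lysis; actives were called in the ten point dose series up to 300 µM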
WT yeast gro inh = growth inhibition of WT yeast, mitochondrial fusion screen. mitochondrial fusion phenotypic screen, WT strain. 190,000 compounds, 2.1% hits. inhibition, % at 10 µM; in the data active = inhibition above about 58%; tested in S. cerevisiae
RSV antiviral HEp-2 = inhibition of RSV-induced cytopathic effect – HEp-2 cells, primary 10 µM value included (AID 2391) | HEp-2 cells, RSV-induced CPE inhibition; higher % means a stronger effect | CPE inhibition, % at 10 µM; hits with a dose series show IC50 in µM | 310,000 compounds, 0.13% hits; in the data active = a potency from the dose series; inconclusive = CPE inhibition mostly from about 23% at the one dose, without a potency; inactive = the rest, 99 in 100 with CPE inhibition below about 21%; note: strong numbers were not always called active
West Nile antiviral = West Nile virus antiviral activity, cell-based, CPE readout (AID 1621) | West Nile virus-infected cells, CPE inhibition; higher % means a stronger effect | one-dose CPE inhibition, % at 10 µM; IC50 in µM for titrated hits | 290,000 compounds, 0.02% hits; in the data active = a potency from the dose series; inconclusive = CPE inhibition mostly from about 3.7% at the one dose, without a potency; inactive = the rest, 99 in 100 with CPE inhibition below about 2.2%; note: strong numbers were not always called active
Yfh1-depleted yeast = mitochondrial function rescue without frataxin homolog – Friedreich's ataxia, plus single-dose screen, dose response (AID 1465). S. cerevisiae Yfh1-off respiration, WST-1 reduction, 72 h; higher fold induction means a stronger effect. one-dose fold induction at 50 µM; EC50 in µM for titrated hits. 220,000 compounds, 0.074% hits;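 active = fold induction of absorbance versus untreated yeast above a set limit, then at least 30% activation at any dose in follow-up; inconclusive = repeats straddling the limit, or above it without dose testing; inactive = fold induction below the set limit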;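 note: activators that raise dye reduction in frataxin-depleted yeast; strong numbers were not always called active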
NS5 inhibitors = Dengue-2 NS5 methyltransferase inhibitors, primary screen, biochemical, confirmation dose response (AID 588689). Dengue-2 NS5 methyltransferase capping enzyme assay, biochemical; higher % means a stronger effect. one-dose inhibition, % at 25 µM; IC50 in µM for titrated hits. 340,000 compounds, 0.3% hits; in the data active = a potency from the dose series; inconclusive = inhibition above about 29% without an active follow-up result
ER stress rescue = rescue of cells from ER stress-induced death, primary screen, 384-well, CSM14.1, thapsigargin, ATP luminescence (AID 1222); cellular ATP content (survival), % at 20 µM; hits with a dose series show EC50 in µM; 190,000 tested, under 10 active; CSM14.1 thapsigargin-induced death rescue, ATP luminescence; higher % means a stronger effect;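 active = EC50 below 50 µM in the dose-response confirmation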;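 note: death triggered by thapsigargin at about 15 µM added after 2 h compound pretreatment; cell ATP read after overnight thapsigargin exposure of roughly 18 to 22 hours; normalized against plate controls of thapsigargin alone and 5% DMSO vehicle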
XIAP antagonists = XIAP antagonists, biochemical, IAP family, fluorescence polarization (AID 1018). XIAP BIR domain, fluorescence polarization peptide displacement; higher % means a stronger effect. one-dose displacement, % at 20 µM; IC50 in µM for titrated hits. 200,000 compounds, 0.007% hits; in the data active = displacement above about 50%; note: a part of the inactive calls stands beside numbers as strong as those of hits
WT yeast gro inh mutant strain = further read-out of WT yeast gro inh, marked with its call; inhibition, %; mitochondrial fusion phenotypic screen, mutant strain inhibition
NS5 inhibitors pilot replicate = second read-out of NS5 inhibitors, no call of its own (marks repeat the call); inhibition, %; measured here: pilot screen replicate inhibition
An asterisk follows results filed as active; i = inactive; ? = inconclusive; / = no result given; [ ] = another dose, or the depositor's remark.

SMILES | Large T inhibition | K1F lysis inhibition | WT yeast gro inh | WT yeast gro inh mutant strain | RSV antiviral HEp-2 | West Nile antiviral | Yfh1-depleted yeast | NS5 inhibitors | ER stress rescue | XIAP antagonists | others
Cc1nn(C2CCS(=O)(=O)C2)c(C)c1C=O (stereo not drawn) | -2% | 0.4% | 2 | 3 | 2.5% | 0.2% | i | -2% | / | -10%
Cc1ccc(/C=C2\SC(N3CCN(C(c4ccccc4)c4ccccc4)CC3)=NC2=O)o1 | 8% | -1.6%[50 µM] | 5 | 13 | ? | -1.1% | i | 12% | -0.9% | -32%
CCN(CCn1cccn1)C(=O)CC1C(=O)NCCN1Cc1ccc(F)cc1 (stereo not drawn) | 14% | 0.1% | 8 | 5 | -1.7% | 0.3% | i | 0% | -0.5% | -4.2%
c1ccc(C2CCC3(CC2)Oc2ccccc2C2CC(c4cccnc4)=NN23)cc1 (stereo not drawn) | 13% | / | 14 | 21 | 1.0% | -0.5% | i | / | -4.3% | -18%
CC(=O)C12CCCCC1CC1C3CC(C)C4(O)CC(=O)CCC4(C)C3CCC12C (stereo not drawn) | 3% | -0.1% | / | / | 1.4% | -0.8% | / | -1% | / | /
O=S(=O)(CCNCc1cccs1)c1ccc(Cl)cc1 | 12% | -0.3% | / | / | 2.8% | -0.2% | i | -6% | / | /
CC(C)c1ccc(C2C3=C(COC3=O)Nc3cc4c(cc32)OCO4)cc1 (stereo not drawn) | 5% | 0.1% | 31 | -6 | 3.3% | -0.9% | i | -9% | -3.0% | 3.1%
Cc1ccc(Cn2nc(C)c(NC(=O)CCCn3nc(C)c([N+](=O)[O-])c3C)c2C)cc1 | 20% | 0.7%[50 µM] | -2 | -1 | 1.1% | 0.2% | i | -12% | -2.7% | -5.5%
Cc1ccc2c(c1)NC(=O)C(CC(=O)NCCCN1CCN(c3cc(Cl)ccc3C)CC1)O2 (stereo not drawn) | 5% | 0.9% | 8 | -6 | -0.8% | -0.4% | i | -2% | / | -3.5%
COc1cc(NC(=O)Cc2ccccc2)ccc1NC(=O)c1ccccc1 | 3% | 0.3% | / | / | 2.7% | -1.4% | / | -5% | / | / | NS5 inhibitors pilot replicate=1.8

Compounds shown so far containing a halogen, in the order listed:
SMILES | Large T inhibition | K1F lysis inhibition | WT yeast gro inh | WT yeast gro inh mutant strain | RSV antiviral HEp-2 | West Nile antiviral | Yfh1-depleted yeast | NS5 inhibitors | ER stress rescue | XIAP antagonists | others
CCN(CCn1cccn1)C(=O)CC1C(=O)NCCN1Cc1ccc(F)cc1 (stereo not drawn) | 14% | 0.1% | 8 | 5 | -1.7% | 0.3% | i | 0% | -0.5% | -4.2%
O=S(=O)(CCNCc1cccs1)c1ccc(Cl)cc1 | 12% | -0.3% | / | / | 2.8% | -0.2% | i | -6% | / | /
Cc1ccc2c(c1)NC(=O)C(CC(=O)NCCCN1CCN(c3cc(Cl)ccc3C)CC1)O2 (stereo not drawn) | 5% | 0.9% | 8 | -6 | -0.8% | -0.4% | i | -2% | / | -3.5%

(cont.)
SMILES | Large T inhibition | K1F lysis inhibition | WT yeast gro inh | WT yeast gro inh mutant strain | RSV antiviral HEp-2 | West Nile antiviral | Yfh1-depleted yeast | NS5 inhibitors | ER stress rescue | XIAP antagonists | others
CCc1n[nH]c(=S)n1/N=C/c1ccc(N(C)c2ccccc2)cc1 | 3% | -0.6% | 72* | 45* | 45% | -0.7% | i | 25% | / | -5.0%
Cc1nnsc1SCCNC(=O)c1c(F)cccc1F | 4% | 0.4% | 7 | 19 | 0.8% | -0.2% | i | -8% | -3.2% | -3.1%
CCCP(=O)(CCC)CCP(=O)(c1ccccc1)c1ccccc1 | 14% | 2.4% | 5 | -13 | 1.2% | 0.4% | i | 1% | 1.3% | -3.5%
NC(=O)[C@@H]1CCCN1C(=O)c1cc(COc2ccc3c(c2)CCCC3)on1 | 24% | -0.1% | / | / | 8.9% | -1.0% | / | -7% | / | /
COc1ccc(N2C(=O)CNC2=S)cc1 | -5% | ? | 1 | 5 | 0.1% | -0.1% | i | -1% | -2.5% | -4.2%
Cc1nn(Cc2c(Cl)cccc2Cl)c(Cl)c1/C=N/NC(=O)c1cccnc1 | 7% | 0.0% | -24 | -6 | 3.5% | -0.2% | i | -3% | 0.6% | -4.0%
CC1=NN(C(=O)c2ccccc2-n2cccc2)C(O)(C(F)(F)F)C1 (stereo not drawn) | 4% | -2.2% | 2 | -12 | 1.0% | 0.1% | i | 3% | 0.2% | 1.5%
O=C1c2ccccc2C(Nc2ccc3c(c2)OCCO3)N1Cc1ccc2c(c1)OCO2 (stereo not drawn) | 2% | 9.4% | 18 | -5 | 7.4% | 0.2% | i | -4% | / | 3.2%
Cc1ccccc1NC(=O)c1cccc(N2C(=O)C3CCCCC3C2=O)c1 (stereo not drawn) | -2% | -0.5% | / | / | 2.1% | -0.3% | / | -10% | / | /
O=S(=O)(NCCOCC(F)(F)F)c1ccc2oc3ccccc3c2c1 | 1% | -4.1% | 7 | -1 | 4.2% | 0.0% | i | 5% | -1.6% | -8.4%
COc1ccc(-c2csc(NC(=O)CCn3cnc4ccccc4c3=O)n2)cc1OC | 0% | 0.2% | 4 | -1 | 2.3% | 0.1% | i | -2% | 8.0% | -4.2%
Cc1cc(C)cc(NC(=S)/N=C(\N)Nc2nc(C)c3ccccc3n2)c1 | 8% | 1.8%[50 µM] | 44 | 17 | 4.3% | / | / | -2% | 1.7% | 3.3%
COc1ccc(/C=C/C(=O)C2CC2)cc1COc1cccc(C)c1C | 21% | -1.6% | / | / | 14% | 1.9% | i | -2% | / | /
CCn1c(SCC(=O)Nc2nccs2)nnc1-c1cc2cccc(OC)c2o1 | -4% | 0.5% | 39 | 22 | / | -0.3% | i | -4% | 3.5% | -0.7%
Brc1ccccc1-c1cnco1 | 3% | 0.4% | -4 | 4 | 0.1% | 0.0% | i | -4% | 1.5% | -7.3%
CCCCn1c(=O)[nH]c(=O)c2c1nc(-c1ccc(C(F)(F)F)cc1)n2C | 14% | 0.3% | 11 | -2 | 1.3% | -0.8% | i | 1% | -0.6% | -3.3%
CC(=O)c1c(C)[nH]c(C(=O)NCc2ccc(F)cc2)c1C | 12% | 5.7% | 5 | 7 | -0.8% | -1.0% | i | -1% | 0.0% | -8.0%
CCOC(=O)C(=Cc1ccc(-n2cncn2)cc1)C(=O)OCC | 12% | -5.2% | -28 | 0 | -3.6% | -0.9% | i | -42% | -1.6% | -1.8%
COC(=O)C1=Cc2cc(OC)cc([N+](=O)[O-])c2OC1N1CCOCC1 (stereo not drawn) | 2% | 0.0% | / | / | 0.3% | 0.5% | / | -7% | / | /
Cc1csc(=Nc2c(C)n(C)n(-c3ccccc3)c2=O)n1-c1ccccc1 | 1% | -0.1% | 2 | 4 | 1.0% | -0.1% | i | 5% | 12% | -2.1%
CCOc1cccc(OCCOCCN(C)Cc2ccccc2)c1 | -6% | -0.8% | 1 | 6 | -2.0% | -0.5% | i | -1% | 4.1% | 0.2%
c1ccc(CN2CCN(c3nc(-c4ccccc4)nc(-n4ccnc4)n3)CC2)cc1 | 9% | 0.1% | 56 | 62 | 13% | 0.8% | i | -6% | 1.6% | -3.5%
Fc1cccc(Cn2cc(C(=S)N3CCOCC3)c3ccccc32)c1 | 6% | 0.2% | 25 | 21 | 11% | -1.4% | i | -7% | 3.1% | -4.3%
COC(=O)c1c(SCC(=O)Nc2ccc(C)c(C)c2)nc(=O)[nH]c1C | 1% | 0.1% | / | / | 2.0% | -0.1% | i | -7% | / | /
CCN(C(=O)CSc1nnc(COc2cccc(C)c2)o1)c1nc(C)cs1 | 11% | 0.0% | / | / | 1.4% | -0.2% | / | 3% | / | /
COc1ccc(NC(=O)CCC(=O)OCc2ccc(Br)cc2)cc1 | -8% | -3.2% | 9 | -6 | 0.4% | 0.2% | i | -7% | -0.6% | 1.5%
Cc1nc(C)c(Cc2ccccc2Cl)c(=O)[nH]1 | 0% | 3.5% | -8 | -23 | 1.9% | 0.1% | i | -1% | -0.7% | -6.8%
CCOC(=O)CNC(=O)CSc1nnc(Cn2cnc3ccccc32)n1C | 23% | 0.3% | 5 | -12 | 4.2% | 0.2% | i | -1% | -2.9% | -0.1%
Cc1sc(NC(=O)c2ccccc2F)c(CN2CCCCC2)c1C | 11% | 3.8%[50 µM] | 6 | -14 | 2.0% | -0.7% | i | -4% | -2.2% | -18%
CCCCSc1nc2ccc(Nc3nc(N4CCOCC4)nc(N4CCOCC4)n3)cc2s1 | 3% | 3.1% | 5 | 32 | 8.7% | 3.4% | i | 4% | -0.3% | -2.9%
CC(C)Cc1nn2c(=O)cc(COc3ccc(NC(=O)c4ccco4)cc3)nc2s1 | 18% | 0.7% | / | / | / | 0.1% | / | -15% | / | /
CCN(CCN(C)C)C(=O)c1ccc2c(c1NCCO)C(=O)c1ccccc1C2=O | 11% | -0.4% | 23 | 18 | -1.8% | 0.4% | i | -1% | -0.4% | 16%
CCn1c(O)c(/C=N/N=C2CCCCC2)c2cc(C3=NNC(=O)CC3)ccc21 | 10% | 2.1% | / | / | -1.0% | 0.3% | i | -32% | / | /
O=C(O)c1cccc(S(=O)(=O)N2CCN(c3ccccn3)CC2)c1 | 3% | 0.3% | / | / | -0.4% | 0.3% | / | -2% | / | / | NS5 inhibitors pilot replicate=2.7
CC1=C(C(=O)Nc2ccccc2C)C(c2cccs2)NC(=S)N1 (stereo not drawn) | 5% | -1.1% | -4 | -16 | 0.6% | -0.2% | i | -9% | -2.1% | 2.6%
O=C1C(NS(=O)(=O)c2ccccc2)=C(N2CCN(c3ccc(F)cc3)CC2)C(=O)c2ccccc21 | 18% | 0.3% | / | / | 6.5% | -0.3% | i | 13% | / | /
O=C1Nc2ccc([N+](=O)[O-])cc2OC1CCN1CCN(Cc2ccc3c(c2)OCO3)CC1 (stereo not drawn) | 8% | 0.2% | -7 | -7 | -1.6% | -0.4% | i | 1% | -1.0% | -1.5%
FC(F)(F)c1ccc(-n2cnc3ccccc32)nc1 | 2% | 0.3% | / | / | ? | -0.4% | / | 2% | / | /
CCC(Sc1nc2ccccc2[nH]1)C(=O)Nc1cc(C)on1 (stereo not drawn) | -3% | -0.3% | 7 | 6 | 0.3% | -0.2% | i | -7% | 5.3% | -6.5%
O=S(=O)(Cc1ccc(Cl)cc1)Nc1ccc2c(c1)OCO2 | 9% | 0.1% | -2 | -2 | -1.8% | -0.6% | i | -1% | -2.3% | -4.7%
Cc1ccc(S(=O)(=O)NCc2cccnc2)c(C)c1 | 13% | 0.0% | / | / | 0.0% | -1.2% | / | -7% | / | / | NS5 inhibitors pilot replicate=-4.3
Cc1ccc(N2C(=O)c3oc4ccccc4c(=O)c3C2c2cccc(O)c2)nc1 (stereo not drawn) | / | 6.0% | 22 | 3 | 2.6% | -0.4% | i | -5% | / | /

Compound activity from PubChem.
